Screening data as filed in PubChem.
MazF activator – increases E. coli MazEF RNase cleavage of RNA | FAM/BHQ RNA-DNA oligo cleavage fluorescence, 5 h | AID 504720 | actives 0.32% (n = 350,000) | activation, % at 20 µM | P0AE70; in the data active = activation above about 50%
Target sequence (P0AE70 whole entry, looked up): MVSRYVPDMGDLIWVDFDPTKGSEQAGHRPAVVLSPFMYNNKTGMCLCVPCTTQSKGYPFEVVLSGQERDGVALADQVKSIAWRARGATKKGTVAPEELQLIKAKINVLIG
Mtb FBA inh – inhibitors of M. tuberculosis fructose-bisphosphate aldolase; inhibition, % at 1 µM; purified M. tuberculosis FBA, fluorescence read-out; actives 2.3% (n = 360,000); AID 588726; in the data active = inhibition above about 27%;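 also: 0% = vehicle and 100% = reference inhibitor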
Target sequence (P9WQA3 whole entry, looked up): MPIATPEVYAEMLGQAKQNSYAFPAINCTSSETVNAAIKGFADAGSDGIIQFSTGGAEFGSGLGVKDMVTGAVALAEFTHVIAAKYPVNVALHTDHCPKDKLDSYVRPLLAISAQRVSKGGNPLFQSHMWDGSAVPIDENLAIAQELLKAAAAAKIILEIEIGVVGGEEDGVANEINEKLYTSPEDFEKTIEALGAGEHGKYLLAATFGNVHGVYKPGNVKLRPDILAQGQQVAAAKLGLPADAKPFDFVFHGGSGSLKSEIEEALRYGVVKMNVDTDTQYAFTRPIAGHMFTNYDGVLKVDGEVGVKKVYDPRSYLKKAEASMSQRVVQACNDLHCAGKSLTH
UGM FP inh – Mtb UDP-galactopyranose mutase inhibition. purified UGM, fluorescence polarization probe displacement. inhibition, % at 10 µM. actives 0.06% (n = 320,000). AID 504406; in the data active = inhibition above about 10%, passing the limit was not always enough; inconclusive = no clear call, values can overlap the other calls
Rv3671c inh – Rv3671c (M. tuberculosis) protease inhibition. inhibition, % at 5.96 µM. actives 0.048% (n = 320,000). AID 2606. P9WHR9; in the data active = inhibition above about 38%;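 also: extracellular domain of Rv3671c used as enzyme; 0% = enzyme with DMSO and 100% = no enzyme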
Target sequence (P9WHR9 whole entry, looked up, the tested form may be a part): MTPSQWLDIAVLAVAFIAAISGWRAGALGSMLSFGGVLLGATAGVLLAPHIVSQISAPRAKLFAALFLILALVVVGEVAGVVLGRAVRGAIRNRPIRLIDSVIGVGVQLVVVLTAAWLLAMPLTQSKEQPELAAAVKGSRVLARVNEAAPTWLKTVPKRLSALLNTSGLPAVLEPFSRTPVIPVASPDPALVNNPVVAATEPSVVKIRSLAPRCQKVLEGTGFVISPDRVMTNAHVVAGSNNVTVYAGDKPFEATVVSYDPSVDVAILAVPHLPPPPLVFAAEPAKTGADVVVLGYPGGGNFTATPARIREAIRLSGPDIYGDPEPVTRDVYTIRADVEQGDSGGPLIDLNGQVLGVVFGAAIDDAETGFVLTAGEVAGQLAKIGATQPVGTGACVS
BoNT F protease – inhibitors of Botulinum neurotoxin F light chain protease; Multiplex microsphere protease cleavage assay, flow cytometry; inhibition, % at 10 µM; actives 0.22% (n = 360,000); in the data active = inhibition above about 35%, passing the limit was not always enough; inconclusive = no clear call, values can overlap the other calls; also: plate controls were buffer without enzyme for full effect and enzyme alone for no effect
BioA inh – blocks M. tuberculosis BioA enzyme activity; purified M. tuberculosis BioA enzyme, plate reader; inhibition, % at 9.99 µM; actives 0.096% (n = 360,000); in the data active = inhibition above about 40%; inconclusive = no clear call, values can overlap the other calls
GDH-TPI counter – GDH-TPI coupled enzyme inhibition counter-screen | GDH-TPI coupled enzyme counterscreen, NADH absorbance | inhibition, % at 4.8 µM | actives 1.2% (n = 360,000) | AID 588335; in the data active = inhibition above about 30%;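 also: 0% = DMSO wells and 100% = wells lacking the enzyme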
FadD28 FP inh – inhibitors of Mycobacterium tuberculosis FadD28 bisubstrate binding; FadD28 bisubstrate probe binding, fluorescence polarization; inhibition, % at 12.5 µM; actives 0.22% (n = 360,000); AID 588549; in the data active = inhibition above about 8.5%, passing the limit was not always enough; inconclusive = no clear call, values can overlap the other calls
PrPC surface inh – inhibitors of human cell surface prion protein PrPC | AID 720596 | P04156 | inhibition, % at 13.8 µM | TR-FRET read-out | actives 0.43% (n = 370,000); in the data active = inhibition above about 24%; also: 0% = median of the test wells and 100% = reference compound wells
The depositor's hits bear a star; ? = inconclusive; / = no result given.

compound | MazF activator | Mtb FBA inh | UGM FP inh | Rv3671c inh | BoNT F protease | BioA inh | GDH-TPI counter | FadD28 FP inh | PrPC surface inh
O=C1CCN(Cc2ccccc2)C(=O)N1c1ccccc1 | 7.6 | 1.5 | 0.7 | -10.9 | -1.5 | 3.0 | 4.4 | -1.7 | 8.6
O=C(O)CNS(=O)(=O)c1cccc2nsnc12 | 3.5 | -1.1 | -1.9 | 5.0 | -0.3 | 0.1 | 13.3 | -1.5 | -28.8
O=C(N/N=C/c1ccc(Cl)cc1Cl)c1n[nH]c2c1CCCC2 | -2.5 | 0.2 | -1.5 | -1.4 | 19.8 | / | 4.4 | 2.1 | 9.2
C[C@@H]1[C@H]2CCCC[C@H]2CN(C(=O)OC(C)(C)C)[C@@H]1c1cn(Cc2ccccc2)c2ccc(F)cc12 | -3.4 | -0.8 | / | / | 4.8 | 0.6 | 6.4 | -3.4 | -3.5
COc1cccc(-c2noc(CCC(=O)N3CCN(c4cc(C)ccc4C)CC3)n2)c1 | -0.4 | 0.1 | / | / | -3.7 | -1.1 | 10.4 | 0.1 | 6.1
CN(C)c1ccc(/C=N/NC(=O)c2ccc(CN3CCOCC3)cc2)cc1Br | 16.0 | 2.8 | 0.8 | 9.5 | 1.2 | / | 29.6 | -0.4 | -7.7
CCNc1nc(SCCOc2ccc(C)cc2)nc(N(C)C)n1 | -4.4 | -1.4 | -0.4 | -3.9 | 7.0 | -1.5 | 2.7 | -4.5 | -7.7
CCc1nnc(NC(=O)[C@@H](NC(=O)c2cccc(C)c2)C(C)C)s1 | 0.8 | -0.1 | -0.3 | 9.6 | 0.4 | / | -6.2 | -6.3 | -0.6
Cc1cccc(OC(C)C(=O)N(Cc2cccs2)C2CCS(=O)(=O)C2)c1C (stereo unspecified) | -1.0 | 0.9 | 1.1 | -7.7 | 2.1 | 0.3 | 4.7 | -0.7 | 4.0
Cc1csc2ncc(C(=O)N3c4ccccc4CC3C)c(=O)n12 (stereo unspecified) | 3.3 | 4.6 | 1.7 | 6.0 | 9.2 | -1.1 | 41.6* | -0.3 | -1.8
Cc1ccnc(NC(=O)CCC(=O)N(CC(=O)NC2CCCCC2)c2cccc(C)c2C)c1 | -3.3 | -0.1 | -0.9 | 8.0 | ? | -1.5 | 1.3 | -1.4 | 2.5
Cc1ccc(/C=C2\SC(=S)N(CCCC(=O)Nc3cc(C)on3)C2=O)cc1 | -20.9 | 1.0 | 1.7 | 7.3 | -2.1 | -0.9 | -0.7 | 0.3 | 4.7
Cc1ccc(C(=O)NCCSc2c(C)[nH]c3ccccc23)cc1[N+](=O)[O-] | 9.1 | 4.6 | 0.0 | -4.8 | 2.6 | 1.5 | 9.1 | -0.3 | 2.8
Nn1c(SCC(=O)Nc2ccc(S(N)(=O)=O)cc2)nnc1C(F)(F)F | 7.7 | -0.8 | -0.9 | -10.6 | 3.3 | -2.6 | 7.2 | -1.0 | 0.1
Cc1ccc(S(=O)(=O)N2CCN(S(=O)(=O)c3c(C)n[nH]c3C)CC2)cc1C | 4.0 | 2.1 | -0.4 | -9.9 | -0.3 | -0.1 | -4.2 | -3.7 | 9.6
Cc1cc(C)n(C(=O)c2cccc([N+](=O)[O-])c2C)n1 | -2.1 | 1.7 | -1.7 | 4.5 | ? | -2.7 | 2.8 | -0.6 | 1.7
CC(C)c1ccc(O)c(NC(=S)NC(=O)c2cccnc2)c1 | -2.1 | -2.0 | 0.1 | -3.5 | -27.9 | / | -0.7 | -1.2 | -4.3
O=C(CC1=NCCNC(c2ccccc2)C1)c1ccccc1O (stereo unspecified) | 12.9 | -3.4 | 2.7 | -1.3 | -13.5 | 4.2 | 16.0 | -2.8 | -7.0
COc1ccccc1-c1nnc(SCC(=O)Nc2ccc(S(N)(=O)=O)cc2)n1C | -2.3 | 0.1 | 1.5 | -2.2 | -5.8 | 0.2 | -2.5 | -5.1 | 1.7
Cc1cccc(NS(=O)(=O)c2cccc(C(=O)N3CCN(c4ccccn4)CC3)c2)c1 | -6.5 | 3.9 | -3.6 | 1.6 | -5.3 | -2.1 | 4.8 | -0.5 | -2.4
Cc1ccnc2nc(C(=O)OCC(=O)Nc3ccccc3C(C)(C)C)nn12 | 4.8 | -1.9 | 3.6 | 4.5 | -0.8 | -0.2 | -2.2 | -0.3 | 3.4
Cc1nc2ccccn2c1/C(O)=C1\C(=O)C(=O)N(CCN(C)C)C1c1ccco1 (stereo unspecified) | 12.2 | -4.0 | 0.3 | -0.3 | -8.2 | / | 5.6 | -4.2 | -8.0
CCN1CCN(C(=O)Cc2ccc(C)cc2)CC1 | 8.7 | 0.7 | 1.2 | 4.0 | / | 0.9 | -6.8 | -0.2 | -6.4
S=C(c1ccccc1)N1CCN(C(=S)c2ccccc2)CC1 | -1.6 | -1.1 | -0.3 | -0.6 | -3.7 | / | 0.0 | -3.9 | 8.6
COCCNC(=O)c1ccc(-c2cn[nH]c2)c2ccoc12 | / | 56.6* | / | / | -2.4 | 1.6 | 12.5 | -1.1 | 12.2

Next compounds follow:
compound | MazF activator | Mtb FBA inh | UGM FP inh | Rv3671c inh | BoNT F protease | BioA inh | GDH-TPI counter | FadD28 FP inh | PrPC surface inh
COc1cc(NC(=O)c2ccc(-c3ccc(Br)cc3)o2)ccc1NC(=O)C(C)C | 6.4 | 12.6 | -0.8 | 3.0 | -1.2 | -7.7 | 12.2 | -0.1 | -7.3
C=C1C(=O)[C@]23C[C@H]1CCC2[C@@]1(C)C(C[C@@H]3O)[C@](C)(C(=O)OC)CC[C@@H]1OC(C)=O (stereo partly specified) | / | 1.3 | / | / | -1.3 | -0.1 | / | -2.3 | 68.2*
CN(Cc1ccccc1)C(=O)COC(=O)c1ccccc1NS(=O)(=O)c1cccc(N)c1 | 0.1 | 2.9 | / | 0.9 | 2.2 | / | 11.0 | -2.0 | 9.5
C=CC[C@H](CC(=O)N(CCO)Cc1ccccc1)C(=O)N[C@@H](COC(=O)[C@H](CC=C)CC(=O)OC(C)(C)C)Cc1c[nH]c2ccccc12 | 0.7 | 11.8 | -1.8 | 0.9 | -4.5 | -3.1 | 14.3 | -2.8 | -3.4
COc1ccc(-c2nnc(SCC(=O)NCc3cccs3)n2C(C)C)cc1 | 1.9 | -2.2 | -2.4 | 10.1 | -0.2 | / | -9.5 | -4.0 | 3.3
Cc1ccc(N(C(=O)C2CCCO2)C2C=CS(=O)(=O)C2)cc1Cl (stereo unspecified) | 4.3 | 1.0 | 0.6 | 7.1 | 1.7 | -1.2 | -2.5 | -1.1 | 1.1
COCCN(C(=O)c1cccc(OC)c1)c1nnc(-c2ccncc2)s1 | -1.2 | -0.8 | -1.3 | -3.1 | 5.4 | 0.4 | 3.9 | -4.7 | 0.1
CC(C)(CN1CCCCC1)NS(=O)(=O)c1ccc(Cl)cc1 | -12.2 | -5.2 | 1.6 | -8.6 | 1.6 | -2.3 | 2.6 | -0.2 | -3.3
Cc1ccccc1CC(=O)NCCN1CCOCC1 | 2.4 | -0.3 | 0.6 | 0.7 | ? | -0.4 | -5.6 | -0.5 | 0.0
CC(=O)C1=C(Nc2ccc(C)cc2)CC(C)(O)C(C(C)=O)C1c1ccco1 (stereo unspecified) | -0.3 | -12.4 | -2.1 | -0.8 | -19.5 | 1.5 | 17.0 | -2.6 | 4.2
O=C(NCc1cccc(F)c1)Nc1nnc([C@H]2C[C@H](O)[C@@H](CO)O2)s1 | / | -3.4 | / | / | -2.8 | -0.6 | 0.9 | -2.3 | -1.6
COc1ccc(N(C(=O)c2snc(C(N)=O)c2N)C(C(=O)NC2CCCCC2)c2ccc(C)o2)c(OC)c1 (stereo unspecified) | -6.3 | 0.6 | 0.3 | 1.3 | -15.3 | 1.3 | 5.0 | 0.6 | -10.7
O=C(NCCCO)c1cc2c(cn1)[nH]c1ccccc12 | -6.7 | 19.9 | 2.4 | / | -22.8 | 3.5 | -1.5 | -2.8 | -3.4
CCCOc1ccccc1C(=O)NC(CO)C(=O)O (stereo unspecified) | 6.9 | -1.6 | -0.3 | -10.1 | ? | -0.3 | 3.4 | 0.1 | 13.0
COC(=O)c1ccc(NC(=S)N2CCCC2)cc1 | 5.3 | -0.3 | -0.2 | -14.4 | 2.7 | / | -3.8 | -0.7 | -1.7
CCOC(=O)Cc1csc(NS(=O)(=O)c2ccc([N+](=O)[O-])cc2)n1 | 7.0 | -1.0 | -0.4 | -8.3 | 31.7 | -1.5 | 0.0 | 1.3 | -16.2
CC1CN/C(=C\C(=O)c2ccccc2)C(=O)N1 (stereo unspecified) | 2.3 | -2.6 | 2.7 | -1.1 | 7.0 | 1.4 | 15.1 | -1.9 | -14.0
O=C(CCSCc1ccc(Cl)cc1)NC1CCCC1 | 4.5 | 1.2 | -1.3 | -7.9 | -2.7 | / | -5.8 | -6.7 | 5.8
Cc1cccc(N(C(=O)CCC(=O)Nc2ccccn2)C(C(=O)NC(C)C)c2ccc(F)cc2)c1 (stereo unspecified) | 11.7 | 0.9 | -0.7 | -0.8 | -5.0 | -0.5 | 14.2 | -2.2 | 4.0
CCOc1ccccc1NC(=O)c1c(Br)cnn1C | 4.2 | 0.4 | / | 1.0 | -10.6 | / | 5.9 | 1.5 | -1.6
Cn1cnnc1SCC(=O)Nc1ccccc1C(=O)NC1CC1 | -4.1 | 6.8 | 1.3 | -1.0 | -2.9 | -0.8 | -2.6 | -2.4 | 4.3
COc1ccccc1C(=O)C1CCCN(C(=O)c2cnn(C(C)C)c2)C1 (stereo unspecified) | 6.5 | -1.2 | -0.7 | -7.1 | 1.0 | -1.0 | -3.4 | 0.8 | -2.1
NC(=O)CC(NC(=O)Cc1ccc(Br)cc1)c1ccc(NC2CCCCCC2)c([N+](=O)[O-])c1 (stereo unspecified) | -4.4 | -1.6 | -1.9 | 0.3 | -1.6 | 0.7 | -1.7 | -1.5 | 0.2
CCOc1ccc(NC(=O)CCn2c(=S)oc3ccccc32)cc1 | -9.1 | 1.8 | -1.1 | -7.4 | -26.1 | -2.9 | 0.6 | / | -5.0
COc1ccc(S(=O)(=O)N/N=C(/C)c2ccncc2)cc1OC | 3.3 | -0.4 | 3.6 | / | -2.0 | -1.4 | 1.0 | -1.2 | 6.1

Arranged by number of heavy atoms (descending): some entries from above
compound | MazF activator | Mtb FBA inh | UGM FP inh | Rv3671c inh | BoNT F protease | BioA inh | GDH-TPI counter | FadD28 FP inh | PrPC surface inh
CCOC(=O)Cc1csc(NS(=O)(=O)c2ccc([N+](=O)[O-])cc2)n1 | 7.0 | -1.0 | -0.4 | -8.3 | 31.7 | -1.5 | 0.0 | 1.3 | -16.2
COc1ccc(S(=O)(=O)N/N=C(/C)c2ccncc2)cc1OC | 3.3 | -0.4 | 3.6 | / | -2.0 | -1.4 | 1.0 | -1.2 | 6.1
CCOc1ccccc1NC(=O)c1c(Br)cnn1C | 4.2 | 0.4 | / | 1.0 | -10.6 | / | 5.9 | 1.5 | -1.6

The list continues:
compound | MazF activator | Mtb FBA inh | UGM FP inh | Rv3671c inh | BoNT F protease | BioA inh | GDH-TPI counter | FadD28 FP inh | PrPC surface inh
COc1ccc(-c2ccnc3nc(-n4cccc4)nn23)cc1 | -52.2 | 6.3 | 0.4 | -8.9 | -3.1 | / | 11.2 | -2.8 | 0.7
Cc1ccc(S(=O)(=O)n2oc(=O)c(C3CCCCC3)c2N)cc1 | 9.3 | -0.6 | / | / | -1.5 | 0.2 | -7.0 | -3.5 | 7.0
CC(=O)Nc1ccc(NC(=O)c2ccccc2S(=O)(=O)c2ccc([N+](=O)[O-])cc2)cc1 | 5.3 | 1.1 | -1.1 | 2.2 | 0.7 | -1.1 | 4.0 | -3.0 | -41.3
Cc1cccc(CC2CC(=O)N(CCc3ccc4c(c3)OCO4)C2=O)c1 (stereo unspecified) | -5.9 | -0.2 | -1.6 | -10.2 | 0.3 | / | 1.3 | -3.1 | 4.0

Laid out differently: results already given.
SMILES: Cc1ccc(S(=O)(=O)n2oc(=O)c(C3CCCCC3)c2N)cc1
  MazF activator: 9.3	Mtb FBA inh: -0.6	UGM FP inh: /	Rv3671c inh: /	BoNT F protease: -1.5	BioA inh: 0.2	GDH-TPI counter: -7.0	FadD28 FP inh: -3.5	PrPC surface inh: 7.0
SMILES: CC(=O)Nc1ccc(NC(=O)c2ccccc2S(=O)(=O)c2ccc([N+](=O)[O-])cc2)cc1
  MazF activator: 5.3	Mtb FBA inh: 1.1	UGM FP inh: -1.1	Rv3671c inh: 2.2	BoNT F protease: 0.7	BioA inh: -1.1	GDH-TPI counter: 4.0	FadD28 FP inh: -3.0	PrPC surface inh: -41.3
